Mac1 fbg inh = inhibitors of human CD11b/CD18 binding to fibrinogen | P05107+P11215 | inhibition, % at 10 µM | hit rate 0.54% among 93,000 | K562 CD11b/CD18 adhesion to fibrinogen, ATPlite luminescence; Mn2+ added to activate the integrin;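 active = primary inhibition of 50% or more at 10 µM, then 40% or more on retest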; note: some results filed as inactive read as strong as hits
sEH inh = inhibitors of human soluble epoxide hydrolase; recombinant human sEH enzymatic activity assay; P34913; AID 707; hit rate 0.34% among 91,000; inhibition, % at 2 µM; in the data active = inhibition above about 80%; note: values of inactives mirror those of a sister screen read the other way; many of its hits are not listed in these tables
Target sequence (P34913 whole entry, looked up): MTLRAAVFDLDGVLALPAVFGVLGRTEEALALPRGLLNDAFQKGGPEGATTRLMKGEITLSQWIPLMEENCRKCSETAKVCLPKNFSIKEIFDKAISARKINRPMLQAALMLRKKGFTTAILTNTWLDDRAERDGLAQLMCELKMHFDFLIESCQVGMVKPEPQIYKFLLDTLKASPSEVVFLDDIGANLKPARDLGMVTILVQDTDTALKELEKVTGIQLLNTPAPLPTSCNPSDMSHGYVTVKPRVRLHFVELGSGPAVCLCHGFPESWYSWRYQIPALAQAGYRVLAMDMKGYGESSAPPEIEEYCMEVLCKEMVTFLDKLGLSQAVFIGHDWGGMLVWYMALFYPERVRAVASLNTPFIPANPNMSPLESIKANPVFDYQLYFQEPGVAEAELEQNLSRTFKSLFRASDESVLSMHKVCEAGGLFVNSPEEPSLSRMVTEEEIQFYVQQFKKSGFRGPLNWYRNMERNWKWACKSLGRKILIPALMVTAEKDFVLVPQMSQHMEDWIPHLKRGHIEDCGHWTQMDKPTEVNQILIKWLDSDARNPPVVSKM
S1P2 antag = antagonists of human S1P2 receptor; cell-based S1P2 antagonist assay, inhibition at 5 uM; inhibition, % at 5 µM; hit rate 0.21% among 97,000; AID 736; in the data active = inhibition above about 45%;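 note: CRE beta-lactamase reporter cells expressing human S1P2 stimulated with S1P; 0% = agonist at EC80 alone and 100% = agonist plus reference antagonist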
PostGolgi yeast = growth inhibition of a yeast mutant, post-Golgi transport screen; post-Golgi transport phenotypic cell assay; inhibition, % at 10 µM; hit rate 0.9% among 98,000;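 note: yeast cells grown in 1536-well plates; yeast grown about 18 h at 30C before absorbance read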
E coli WT exp = E. coli BW25113 growth inhibition, expanded screen; OD600 absorbance; growth inhibition, % at 100 µM; hit rate 0.15% among 98,000; AID 710;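 active = growth inhibition above about 50% at one test dose, limit read from the data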;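 note: growth measured after 20 h incubation at 37 °C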
PostGolgi ctrl = yeast control strain growth, post-Golgi counter-screen | efflux-deficient yeast background strain, growth absorbance A615, 16 h | inhibition, % at 10 µM | hit rate 5% among 98,000 | AID 738
PLAP act = activates human placental alkaline phosphatase | hit rate 1.2% among 96,000 | activation fold at 20 µM | P05187 | purified PLAP enzyme, luminescent substrate read-out; hits give high values; in the data active = activation fold above about 2
Target sequence (P05187 whole entry, looked up): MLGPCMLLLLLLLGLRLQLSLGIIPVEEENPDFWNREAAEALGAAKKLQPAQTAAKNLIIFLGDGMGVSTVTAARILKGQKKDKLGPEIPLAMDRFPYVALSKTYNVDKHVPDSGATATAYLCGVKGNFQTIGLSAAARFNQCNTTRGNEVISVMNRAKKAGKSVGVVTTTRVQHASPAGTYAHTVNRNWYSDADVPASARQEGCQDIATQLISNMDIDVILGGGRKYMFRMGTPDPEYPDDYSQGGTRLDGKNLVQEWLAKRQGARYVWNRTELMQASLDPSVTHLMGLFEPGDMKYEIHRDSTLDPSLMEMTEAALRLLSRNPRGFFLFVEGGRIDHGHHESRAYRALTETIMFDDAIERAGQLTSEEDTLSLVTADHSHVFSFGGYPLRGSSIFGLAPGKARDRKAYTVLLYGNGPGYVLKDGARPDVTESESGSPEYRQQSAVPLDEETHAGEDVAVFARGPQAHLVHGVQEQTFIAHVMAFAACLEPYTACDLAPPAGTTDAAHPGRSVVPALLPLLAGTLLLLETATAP
sEH act = increases human soluble epoxide hydrolase activity | purified human sEH enzymatic activity, activator screen | activation, % at 2 µM | AID 717 | hit rate 0.04% among 91,000; in the data active = activation above about 37%; note: values of inactives mirror those of a sister screen read the other way
S1P2 ag = agonists of human S1P2 receptor; activation, % at 4.5 µM; hit rate 0.46% among 97,000; S1P2-expressing cell line, agonist reporter read-out; AID 729; O95136; in the data active = activation above about 16%;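 note: 0% = vehicle low control and 100% = maximal reference agonist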
Active calls of the source: *. Cut-off read from the data, not from the text of the source, unless noted: active = inhibition above about 30%; inactive = the rest. Outcome played no part in choosing rows (roughly 7.1% active in at least one column).

Sample of the layout:
What do the screens show for `O=[N+]([O-])c1ccc(-c2cc(-c3ccncc3)nc3ccc4ccccc4c23)cc1`?
Mac1 fbg inh: 6; sEH inh: -21; S1P2 antag: 15; PostGolgi yeast: 2; E coli WT exp: -6; PostGolgi ctrl: -4; PLAP act: 0.9; sEH act: 21; S1P2 ag: -4

What do the screens show for `CN(C)c1oc(-c2ccccc2Cl)nc1P(=O)(c1ccccc1)c1ccccc1`?
Mac1 fbg inh: 8; sEH inh: -2; S1P2 antag: -21; PostGolgi yeast: 31*; E coli WT exp: 0; PostGolgi ctrl: 7; PLAP act: 1.6; sEH act: 4; S1P2 ag: 3

What do the screens show for `CCOC(=O)N1CCN(C(=O)CN(C)S(=O)(=O)c2ccc(OC)c(OC)c2)CC1`?
Mac1 fbg inh: 1; sEH inh: 3; S1P2 antag: 4; PostGolgi yeast: -7; E coli WT exp: -1; PostGolgi ctrl: -6; PLAP act: 1.6; sEH act: -5; S1P2 ag: -1

How did CN(C)CCNc1nc(-c2ccccc2)c2c(c1C#N)CC(C)(C)OC2 do in these assays?
Mac1 fbg inh: -2; sEH inh: 9; S1P2 antag: -5; PostGolgi yeast: -9; E coli WT exp: -5; PostGolgi ctrl: 4; PLAP act: 1.6; sEH act: -6; S1P2 ag: -3

This part in full, previewed entries included:
What do the screens show for `O=[N+]([O-])c1ccc(-c2cc(-c3ccncc3)nc3ccc4ccccc4c23)cc1`?
Mac1 fbg inh: 6; sEH inh: -21; S1P2 antag: 15; PostGolgi yeast: 2; E coli WT exp: -6; PostGolgi ctrl: -4; PLAP act: 0.9; sEH act: 21; S1P2 ag: -4

What do the screens show for `CN(C)c1oc(-c2ccccc2Cl)nc1P(=O)(c1ccccc1)c1ccccc1`?
Mac1 fbg inh: 8; sEH inh: -2; S1P2 antag: -21; PostGolgi yeast: 31*; E coli WT exp: 0; PostGolgi ctrl: 7; PLAP act: 1.6; sEH act: 4; S1P2 ag: 3

What do the screens show for `CCOC(=O)N1CCN(C(=O)CN(C)S(=O)(=O)c2ccc(OC)c(OC)c2)CC1`?
Mac1 fbg inh: 1; sEH inh: 3; S1P2 antag: 4; PostGolgi yeast: -7; E coli WT exp: -1; PostGolgi ctrl: -6; PLAP act: 1.6; sEH act: -5; S1P2 ag: -1

How did CN(C)CCNc1nc(-c2ccccc2)c2c(c1C#N)CC(C)(C)OC2 do in these assays?
Mac1 fbg inh: -2; sEH inh: 9; S1P2 antag: -5; PostGolgi yeast: -9; E coli WT exp: -5; PostGolgi ctrl: 4; PLAP act: 1.6; sEH act: -6; S1P2 ag: -3

How did Cc1ccc(NC(=O)C2C(=O)N(CCO)C3(C)CC2c2ccccc2O3)cc1 (stereo not drawn) do in these assays?
sEH inh: 10; S1P2 antag: 2; PostGolgi yeast: 17; E coli WT exp: -1; PostGolgi ctrl: 13; sEH act: -11; S1P2 ag: -2

Results for Cc1ccc(C(C(=O)NCC2CCCO2)N(Cc2ccccc2F)C(=O)Cn2nnc(-c3cccs3)n2)cc1 (stereo not drawn) ?
Mac1 fbg inh: 3; sEH inh: -17; S1P2 antag: -6; PostGolgi yeast: -5; E coli WT exp: -5; PostGolgi ctrl: -11; PLAP act: 1; sEH act: 15; S1P2 ag: -3

Results for CC(C)c1nnc(NC(=O)CCC(=O)NCc2ccc3c(c2)OCO3)s1 ?
Mac1 fbg inh: -6; sEH inh: -2; S1P2 antag: 10; PostGolgi yeast: 8; E coli WT exp: -9; PostGolgi ctrl: 5; PLAP act: 0.8; sEH act: 3; S1P2 ag: 0

How did CC(C)(C)OC(=O)N1CCCC1C(=O)NC(Cc1ccccc1)C(=O)O (stereo not drawn) do in these assays?
Mac1 fbg inh: -14; sEH inh: -13; S1P2 antag: -3; PostGolgi yeast: -5; E coli WT exp: -1; PostGolgi ctrl: 9; PLAP act: 1.3; sEH act: 12; S1P2 ag: -3

Results for CCCc1cc(C(=O)Nc2nccs2)cs1 ?
Mac1 fbg inh: -9; sEH inh: 22; S1P2 antag: 11; PostGolgi yeast: 7; E coli WT exp: 15; PostGolgi ctrl: 3; PLAP act: 0.8; sEH act: -21; S1P2 ag: 2

What do the screens show for `O=C(c1cc(C2CC2)nc2ccccc12)N1N=C(C(F)F)CC1(O)C(F)F` (stereo not drawn)?
sEH inh: 2; S1P2 antag: -2; sEH act: 4; S1P2 ag: -2

How did CN1C(C)(C)CC(=NOC(=O)c2ccccc2)CC1(C)C do in these assays?
Mac1 fbg inh: -10; sEH inh: 8; S1P2 antag: -6; PostGolgi yeast: 4; E coli WT exp: 3; PostGolgi ctrl: 5; PLAP act: 1; sEH act: -8; S1P2 ag: -4

How did Cc1ccc(N(CC(=O)Nc2ccc3c(c2)OCCO3)S(=O)(=O)c2c(C)n[nH]c2C)cc1 do in these assays?
Mac1 fbg inh: 1; sEH inh: 0; S1P2 antag: -5; PostGolgi yeast: -1; E coli WT exp: -9; PostGolgi ctrl: -2; PLAP act: 1.8; sEH act: 3; S1P2 ag: 0

What do the screens show for `COC(=O)C(C)Oc1ccc2c3c(c(=O)oc2c1)CCCCC3` (stereo not drawn)?
Mac1 fbg inh: 6; sEH inh: 8; S1P2 antag: 0; PostGolgi yeast: 9; E coli WT exp: 6; PostGolgi ctrl: 9; PLAP act: 1.5; sEH act: -7; S1P2 ag: -2

How did COc1ccc(C2=NOC(C(=O)N3CCN(c4ccccc4OC)CC3)C2)cc1 (stereo not drawn) do in these assays?
Mac1 fbg inh: -35; sEH inh: 5; S1P2 antag: 0; PostGolgi yeast: -4; E coli WT exp: -1; PostGolgi ctrl: 2; PLAP act: 1.1; sEH act: -2; S1P2 ag: -8

What do the screens show for `N#C/C(=C\c1ccc(F)cc1)c1n[nH]c(Cn2cncn2)n1`?
Mac1 fbg inh: -5; sEH inh: 13; S1P2 antag: 6; PostGolgi yeast: 4; E coli WT exp: 5; PostGolgi ctrl: 24; PLAP act: 1.3; sEH act: -10; S1P2 ag: -3

Results for COc1ccccc1-n1c(SCC(=O)N(C)C2CCS(=O)(=O)C2)nc2ccccc2c1=O (stereo not drawn) ?
Mac1 fbg inh: -16; PostGolgi yeast: 6; E coli WT exp: 1; PostGolgi ctrl: 5; PLAP act: 1.7

Results for Cn1c(N2CCCCC2)cc(=O)n(C)c1=O ?
Mac1 fbg inh: -7; sEH inh: 8; S1P2 antag: 19; PostGolgi yeast: 1; E coli WT exp: -7; PostGolgi ctrl: 0; PLAP act: 1; sEH act: -6; S1P2 ag: -8

How did CC(=O)Nc1c(-c2ccc(F)cc2)nc2ccccn12 do in these assays?
Mac1 fbg inh: -7; sEH inh: -11; S1P2 antag: 25; PostGolgi yeast: -3; E coli WT exp: -1; PostGolgi ctrl: 8; PLAP act: 0.9; sEH act: 13; S1P2 ag: -2

What do the screens show for `COc1cc2c(=O)n(Cc3ccco3)c(=O)n(CC(=O)c3ccc(Br)cc3)c2cc1OC`?
PostGolgi yeast: -3; E coli WT exp: -1; PostGolgi ctrl: 15; PLAP act: 1.1

Results for Cn1cc(SCC(=O)NCc2ccc3c(c2)OCO3)c2ccccc21 ?
Mac1 fbg inh: -12; PostGolgi yeast: -14; E coli WT exp: 0; PostGolgi ctrl: 7; PLAP act: 0.8

What do the screens show for `CSc1nnc(-c2cc3c(s2)-c2ccccc2CC3)o1`?
Mac1 fbg inh: 4; sEH inh: -15; S1P2 antag: 17; PostGolgi yeast: 14; E coli WT exp: -15; PostGolgi ctrl: 10; PLAP act: 1.3; sEH act: 17; S1P2 ag: -3

How did COC(=O)c1sccc1NC(=O)CSc1ccccc1NS(=O)(=O)c1ccc(Br)cc1 do in these assays?
Mac1 fbg inh: 52; S1P2 antag: 14; PostGolgi yeast: -20; E coli WT exp: -15; PostGolgi ctrl: 32*; PLAP act: 1.5; S1P2 ag: -4

How did Cc1nn(C)c(C)c1NC(=O)CSc1nnc(C)n1-c1ccccc1 do in these assays?
Mac1 fbg inh: -7; PostGolgi yeast: 17; E coli WT exp: -1; PostGolgi ctrl: 12; PLAP act: 1

How did Cc1ccc(S(=O)(=O)Nc2ccc(-c3nnc(SCC#N)n3C)cc2)cc1 do in these assays?
Mac1 fbg inh: -9; sEH inh: 15; S1P2 antag: -7; PostGolgi yeast: 5; E coli WT exp: -2; PostGolgi ctrl: -6; PLAP act: 1.2; sEH act: -16; S1P2 ag: -2

Results for COc1cccc(N2C(=O)CC(N3CCN(C(=O)c4ccco4)CC3)C2=O)c1 (stereo not drawn) ?
Mac1 fbg inh: 6; sEH inh: 1; S1P2 antag: -1; PostGolgi yeast: -11; E coli WT exp: 4; PostGolgi ctrl: -7; PLAP act: 1.1; sEH act: 1; S1P2 ag: -2

Results for O=C(CCn1nc(-c2ccc(Cl)cc2)ccc1=O)NCc1cccnc1 ?
Mac1 fbg inh: -9; sEH inh: 3; S1P2 antag: 3; PostGolgi yeast: -2; E coli WT exp: 1; PostGolgi ctrl: 6; PLAP act: 1.1; sEH act: 0; S1P2 ag: -11

Results for CCn1c(COc2ccccc2C)nnc1SCC(=O)NC1CCCC1 ?
Mac1 fbg inh: -11; sEH inh: -2; S1P2 antag: 22; PostGolgi yeast: -2; E coli WT exp: 9; PostGolgi ctrl: 4; PLAP act: 1.6; sEH act: 2; S1P2 ag: -1

What do the screens show for `COCCNC(=O)C1CCC(Cn2c(=S)[nH]c3ccccc3c2=O)CC1` (stereo not drawn)?
Mac1 fbg inh: 1; sEH inh: 58; S1P2 antag: 2; PostGolgi yeast: 1; E coli WT exp: -7; PostGolgi ctrl: -1; PLAP act: 0.9; sEH act: -58; S1P2 ag: -3

What do the screens show for `CCOc1ccc(C(=O)CN2CCN(S(=O)(=O)c3ccc(Cl)cc3)CC2)cc1`?
Mac1 fbg inh: -13; sEH inh: -7; S1P2 antag: 10; PostGolgi yeast: 1; E coli WT exp: -10; PostGolgi ctrl: 32*; PLAP act: 0.9; sEH act: 8; S1P2 ag: -8

What do the screens show for `CCOc1ccc(-c2cc(C)n3nc(C(N)=O)cc3n2)cc1`?
Mac1 fbg inh: -14; sEH inh: -2; S1P2 antag: -7; PostGolgi yeast: -8; E coli WT exp: 10; PostGolgi ctrl: -7; PLAP act: 0.8; sEH act: 1; S1P2 ag: -2

What do the screens show for `Cc1ccc(-c2noc(-c3ccccc3C(=O)NCC3CCCO3)n2)cc1` (stereo not drawn)?
sEH inh: -5; S1P2 antag: 6; PostGolgi yeast: 0; E coli WT exp: -18; PostGolgi ctrl: 8; PLAP act: 1.1; sEH act: 7; S1P2 ag: -1

Results for C=CCNC(=S)NNC(=O)c1ccccc1 ?
Mac1 fbg inh: -22; sEH inh: -2; S1P2 antag: -23; PostGolgi yeast: -7; E coli WT exp: 5; PostGolgi ctrl: 10; PLAP act: 1.7; sEH act: 6; S1P2 ag: -2

How did Cc1c(N=CN2CCOCC2)c(=O)n(C)c(=O)n1C do in these assays?
Mac1 fbg inh: -1; sEH inh: -9; S1P2 antag: 7; PostGolgi yeast: 2; E coli WT exp: 10; PostGolgi ctrl: -3; PLAP act: 1.2; sEH act: 7; S1P2 ag: -4

Results for c1cncc(-c2noc(CC3CCCCC3)n2)c1 ?
Mac1 fbg inh: 0; sEH inh: 1; S1P2 antag: -20; PostGolgi yeast: -9; E coli WT exp: 9; PostGolgi ctrl: 25; PLAP act: 0.8; sEH act: -4; S1P2 ag: -3

How did CCOC(=O)c1ccc(NC(=O)CSc2nnc(CNC(=O)c3c(F)cccc3Cl)o2)cc1 do in these assays?
Mac1 fbg inh: 10; sEH inh: 6; S1P2 antag: -5; PostGolgi yeast: 3; E coli WT exp: 3; PostGolgi ctrl: 2; PLAP act: 1.1; sEH act: -7; S1P2 ag: 1

How did COc1ccccc1NC(=S)NNC(=O)c1ccccc1 do in these assays?
sEH inh: -5; S1P2 antag: 1; sEH act: 6; S1P2 ag: -4

How did O=C(NCc1ccco1)C1(c2ccc(Cl)cc2)CCCC1 do in these assays?
Mac1 fbg inh: 6; sEH inh: 12; S1P2 antag: -14; PostGolgi yeast: -8; E coli WT exp: -1; PostGolgi ctrl: 10; PLAP act: 0.8; sEH act: -12; S1P2 ag: -1

How did COc1cc(NS(=O)(=O)c2ccc(NC(=O)COc3ccc(C)cc3C)cc2)nc(OC)n1 do in these assays?
Mac1 fbg inh: -17; sEH inh: 3; S1P2 antag: -1; PostGolgi yeast: -4; E coli WT exp: 9; PostGolgi ctrl: -3; PLAP act: 1.2; sEH act: -2; S1P2 ag: -10

Assay outcomes deposited in PubChem BioAssay by several laboratories.
